NR2E3 ag-1 = human photoreceptor-specific nuclear receptor agonism; inhibition of corepressor binding, % at 3.98 µM; AID 602229; CHO-S Gal4-NCOR/VP16-NR2E3 two-hybrid, luciferase; hit rate 0.35% among 360,000; Q9Y5X4;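 active means inhibition above the mean of all tested compounds plus 3 SD, cut at about 70% in these data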;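 further: 0% = DMSO with NR2E3 transfected cells and 100% = cells lacking NR2E3 construct; higher means lower luciferase signal from less NR2E3 corepressor binding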
Target sequence (Q9Y5X4 whole entry, looked up, the tested form may be a part): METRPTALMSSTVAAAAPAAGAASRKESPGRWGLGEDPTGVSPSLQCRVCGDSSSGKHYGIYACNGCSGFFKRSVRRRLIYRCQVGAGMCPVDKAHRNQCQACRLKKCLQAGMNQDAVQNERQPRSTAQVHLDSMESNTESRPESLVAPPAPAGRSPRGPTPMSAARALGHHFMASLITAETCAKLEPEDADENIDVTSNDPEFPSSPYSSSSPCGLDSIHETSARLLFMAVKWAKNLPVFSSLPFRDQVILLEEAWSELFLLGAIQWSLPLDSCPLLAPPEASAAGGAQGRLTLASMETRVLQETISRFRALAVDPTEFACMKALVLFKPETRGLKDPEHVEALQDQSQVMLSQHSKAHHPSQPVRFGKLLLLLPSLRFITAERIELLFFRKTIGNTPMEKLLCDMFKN
NR2E3 ag-2 = activates human photoreceptor nuclear receptor NR2E3; Q9Y5X4; GST-NR2E3/biotin-RetCOR TR-FRET, 1536-well; inhibition of corepressor binding, % at 4.78 µM; hit rate 0.12% among 320,000; AID 2300;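 active means percent inhibition above the cutoff of mean plus 3 SD of all tested compounds, set per screening campaign, cut at about 20% in these data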;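 further: 0% = DMSO wells and 100% = biotin wells as full block of FRET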
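Material: NR2E3–RetCOR corepressor complex / Amount: 1.35 nM GST-NR2E3 / Medium: Tris pH 7.5 / Compound: single nominal compound dose of 4.8 µM / Incubation: 5 h at 4 °C / Technique: TR-FRET, Eu(K)-anti-GST donor, streptavidin-D2 acceptor, ex 340, em 617/671 nm / Read-out basis: percent loss of FRET ratio relative to control wells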
TWEAK Fn14 block = blocks TWEAK-Fn14 interaction in a reporter cell assay; TWEAK-stimulated Fn14 reporter cells, luciferase luminescence, 8 h; inhibition, % at 10 µM; hit rate 2% among 360,000; AID 1159606; in the data active means inhibition above about 50%
Peg3 promoter = reduces Peg3 promoter-driven luciferase expression in HeLa | HeLa PEG-Prom luciferase reporter, luminescence, overnight | inhibition, % at 20 µM | hit rate 1.7% among 360,000;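 active means inhibition of at least 50% at 20 µM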
CF NFkB block = blocks PAF-induced NF-kB reporter in cystic fibrosis cells; inhibition, % at 5 µM; hit rate 0.86% among 360,000; KKLEB NF-kB-GFP reporter, GFP fluorescence overnight;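 active means at least 50% inhibition at 5 µM, scaled per plate between neutral and stimulator controls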;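 further: PAF is a Pseudomonas aeruginosa culture filtrate used as stimulus; plate controls were PAF-stimulated DMSO wells for no effect and unstimulated DMSO wells for full effect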
KKLEB tox = counter-screen for CF NF-kB inhibitors: cytotoxicity; activity change (cytotoxicity), % at 5 µM; KKLEB CF airway cells viability, ATPlite luminescence, overnight; active compounds read low; cells stimulated with P. aeruginosa culture filtrate; hit rate 0.36% among 360,000;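 active means corrected activity change at or below -50% at 5 µM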
HIF-2a inh = blocks HIF-2a reporter activity; 786-0 RCC cells HIF-2a reporter, luciferase luminescence, overnight; hit rate 0.72% among 360,000; inhibition, % at 18.8 µM;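 active means inhibition of the luminescence signal of 40% or more relative to plate controls, in a single-dose primary screen at 18.75 µM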
TRAIL sens C8 = caspase-8 TRAIL sensitization | inhibition (viability loss, TRAIL sensitization), % at 10 µM | AID 624354 | hit rate 1% among 360,000 | NB7+C8 cells + TRAIL, ATPlite viability luminescence;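 active means compounds causing at least 50% loss of cell viability in the single-dose screen, relative to plate controls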
MITF TRPM1 inh = MITF TRPM1 promoter inhibition in SK-MEL-5 cells; inhibition, % at 12.5 µM; SK-MEL-5 TRPM1 promoter luciferase, 24 h; hit rate 0.83% among 330,000;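 active means mean inhibition across replicates of 60% or more, whatever share of single replicates reaches that level; inconclusive means some that reach 60%, reason not given; inactive means mean inhibition across replicates below 60%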; further: values of inactives mirror those of a sister screen read the other way
TROY NFkB inh = blocks TROY-dependent signaling in reporter cells. Q293 LMP1-TROYcd NF-kB luciferase reporter, 4 h. inhibition, % at 10 µM. hit rate 0.98% among 360,000;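 active means compounds whose plate-normalised and pattern-corrected inhibition of the luciferase reporter signal at the single screening dose is 50% or more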
Shn3 3UTR inh = reduces Shn3 3'UTR luciferase signal in osteoblasts; Clone20 osteoblast Shn3 3'UTR firefly luciferase, 24 h; inhibition, % at 12.5 µM; hit rate 0.52% among 360,000;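 active means mean inhibition of at least 75% with every replicate also reaching 75%; inconclusive means mean inhibition at least 75% but some replicate below; inactive means mean inhibition below 75%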;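 further: 0% = median of neutral control wells and 100% = pilot-screen positive control compound; some compounds past the cut are filed as inactive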
* hit, by the source's call; u = inconclusive; x = no result given. This is a subset; the hit share may differ from the screen's.

Structure	NR2E3 ag-1	NR2E3 ag-2	TWEAK Fn14 block	Peg3 promoter	CF NFkB block	KKLEB tox	HIF-2a inh	TRAIL sens C8	MITF TRPM1 inh	TROY NFkB inh	Shn3 3UTR inh
CS(=O)(=O)N(Cc1ccccc1F)c1ccccc1	-21.5	5.5	-20.7	20.2	2.4	0.8	16.2	-17.3	-8.3	10.4	2.0
CCN(CC)c1ccc(C=Nc2ccc(C#N)cc2)c(O)c1	-4.9	0.7	0.3	-5.3	3.2	-1.5	0.6	-9.0	2.6	-7.7	-1.8
Cc1nn2c(C(F)(F)F)cc(-c3ccc(Cl)cc3)nc2c1C(=O)N1CCOCC1	19.4	-0.5	-3.1	10.1	17.4	-17.9	3.3	-7.0	11.3	0.4	-15.3
CCCN1CCN(CCCNC(=O)C2CCCN(c3nc4ccc(OCC)cc4s3)C2)CC1 (stereo not drawn)	-1.9	3.9	-3.5	-51.6	-1.9	-6.6	-112.2	24.6	-45.8	10.6	-20.2
O=C1c2cccc(OCC(=O)N3CCCc4ccccc43)c2CCN1Cc1ccc(Br)cc1	22.7	1.1	79.4*	58.2*	4.8	-14.2	-15.0	20.3	3.0	36.4	51.0
O=C(NC1CC1)c1cc(-c2ccccn2)nc2ccccc12	-5.7	-1.6	-2.3	15.0	4.6	-1.7	4.9	-8.6	-4.7	1.7	3.5
CCOC(=O)c1ccc(Nc2cnc3ccccc3n2)cc1	-158.3	1.2	-24.7	-453.9	0.9	7.5	-382.5	-16.7	-92.6	-80.4	-86.9
CCOC(=O)CN1c2ccccc2NC(=O)CC1C (stereo not drawn)	-38.5	1.5	25.4	10.2	-6.1	10.1	0.8	6.5	-2.0	-9.7	-8.6
CCc1nc(C)ccc1OCC(=O)O	-5.9	-0.3	-15.5	-3.2	9.6	-9.6	8.6	-1.6	-3.4	14.6	-7.0
O=S(=O)(c1ccc2ccccc2c1)N1CCCCCC1	-5.7	1.2	-17.4	11.1	11.9	1.7	6.2	0.9	-58.9	11.3	6.0
COC(=O)c1onc(-c2c(OC)cc(OC)cc2OC)c1C(=O)OC	-15.1	-0.8	10.7	1.5	-0.5	10.9	8.6	-1.2	6.5	1.6	27.8
O=C(COC(=O)c1ccc(O)cc1)Nc1ccccc1[N+](=O)[O-]	-12.6	1.3	-4.9	-32.6	8.1	-4.7	-16.1	-12.3	-2.4	-25.8	-20.5
Cc1ccc(CCCOC(=O)C[N+]2(C)CCOCC2)cc1	8.9	-2.4	-7.2	4.0	0.1	-6.8	0.4	-0.2	-3.5	-18.5	-6.0
CC(C)Cn1cnc2c1c(=O)n(CC(=O)N(C)C)c(=O)n2Cc1ccccc1	3.6	-3.2	-7.6	-33.6	-2.7	5.0	14.6	-5.0	2.2	11.0	17.6
Cc1c(C(=O)N2CCCCC2)c(S(=O)(=O)N2c3ccccc3CC2C)c(C)n1C (stereo not drawn)	11.1	0.7	7.9	-7.8	9.3	-1.8	-0.7	-4.3	-8.2	-6.6	4.2
S=C(c1ccc(-c2ccc(Cl)cc2Cl)o1)N1CCCCC1	-153.0	4.5	-23.1	-284.2	9.8	-10.1	-256.4	19.3	-56.9	-14.9	-86.2
O=C1c2ccccc2C(=O)N1CCc1csc(NNc2nc(CCN3C(=O)c4ccccc4C3=O)cs2)n1	11.1	0.2	-2.7	10.6	2.7	4.9	9.6	-10.1	0.2	-17.9	14.4
Cc1nc(NC(=O)/C=C/c2ccccc2)n[nH]1	30.2	-2.2	86.2*	92.3*	43.6	-3.9	20.8	1.4	u	1.4	-19.3
CC(C)N1CCCC(C)(C(=O)Nc2nccc3ccccc23)C1 (stereo not drawn)	-38.8	x	-23.8	14.6	21.8	-10.3	10.6	-10.4	x	-1.4	3.6
CC1(C)CC(=O)C2=C(C1)NC1=C(C(=O)c3ccccc31)C2c1ccc(Cl)cc1 (stereo not drawn)	-17.3	-3.8	109.3*	31.8	15.3	10.3	21.4	-1.5	4.6	92.7*	34.1
CCOc1ccc(C(C)C)cc1S(=O)(=O)N1CCOCC1	-29.5	3.5	-2.1	9.1	13.8	-4.1	8.7	-8.2	-6.4	10.2	-18.4
Cc1ccc2nc(N/C(=N/S(=O)(=O)c3cccs3)c3ccccc3Cl)sc2c1	-4.5	-3.3	-9.1	24.2	-17.5	8.3	-30.8	6.8	11.2	-41.9	-4.0
CC(=O)NC(c1cc(Cl)c2cccnc2c1O)C(C)C (stereo not drawn)	-9.3	2.9	-5.8	36.8	22.7	-18.5	15.1	9.9	29.3	-6.9	85.7*
CCOCCCn1cnc2c(c1=O)c1nc3ccccc3nc1n2-c1ccc(C)cc1	-4.1	0.2	12.3	5.8	-8.8	5.5	-20.1	3.0	7.6	-6.9	20.8
CCN1CCCC1CNS(=O)(=O)c1ccc(C(=O)Nc2ccccc2)cc1 (stereo not drawn)	22.2	3.0	-18.9	-6.5	-2.6	-8.6	9.6	-11.3	1.8	5.7	-2.0

Overlap with the part before: 3 compounds, then new ones.
Structure	NR2E3 ag-1	NR2E3 ag-2	TWEAK Fn14 block	Peg3 promoter	CF NFkB block	KKLEB tox	HIF-2a inh	TRAIL sens C8	MITF TRPM1 inh	TROY NFkB inh	Shn3 3UTR inh
CC(=O)NC(c1cc(Cl)c2cccnc2c1O)C(C)C (stereo not drawn)	-9.3	2.9	-5.8	36.8	22.7	-18.5	15.1	9.9	29.3	-6.9	85.7*
CCOCCCn1cnc2c(c1=O)c1nc3ccccc3nc1n2-c1ccc(C)cc1	-4.1	0.2	12.3	5.8	-8.8	5.5	-20.1	3.0	7.6	-6.9	20.8
CCN1CCCC1CNS(=O)(=O)c1ccc(C(=O)Nc2ccccc2)cc1 (stereo not drawn)	22.2	3.0	-18.9	-6.5	-2.6	-8.6	9.6	-11.3	1.8	5.7	-2.0
COc1ccccc1/C=C1\S/C(=N/NC(=O)c2cccc(Br)c2)NC1=O	-5.7	-3.1	-35.5	-29.8	-2.9	-2.9	-78.2	25.6	-0.4	-32.9	11.4
CCOC(=O)CN1C(=O)S/C(=C\c2ccc(-c3cccc(C(=O)O)c3C)o2)C1=O	-54.6	-5.1	-15.8	-120.9	19.1	-9.6	-138.0	-5.9	x	-35.0	x
Cc1cc(C)c(C#N)c(SCC(=O)N(C)C2CCCCC2)n1	-14.1	1.7	-16.1	-3.4	5.6	0.7	1.0	-6.1	-8.6	-6.8	11.7
COCCNC(=O)c1c[nH]c2ccc(S(=O)(=O)N3CCc4ccccc43)cc2c1=O	-11.3	-0.8	37.5	51.0*	-0.1	14.7	46.8*	71.0*	44.3	8.6	46.0
O=C1CC(N2CCN(S(=O)(=O)c3cccc(C(F)(F)F)c3)CC2)C(=O)N1Cc1ccccc1 (stereo not drawn)	1.1	0.9	7.0	9.4	4.7	1.9	5.5	0.4	1.9	-8.2	9.5
CCOc1ccc(OCc2cccc(C(=O)N/N=C/c3cccnc3)c2)cc1	-236.4	0.5	-17.3	-71.2	-6.6	0.7	71.2*	44.6	56.9	-25.7	6.8
COc1ccc(C2CC(=O)Nc3ccccc3S2(=O)=O)cc1OC (stereo not drawn)	-7.6	2.6	-4.1	4.8	-5.3	9.2	-0.5	6.2	-9.4	23.5	-2.1
COCCCN1C(=O)CS/C1=N\S(=O)(=O)c1ccccc1	-23.9	-1.1	-11.6	6.1	17.7	-17.5	16.6	-17.2	-16.7	-22.7	-6.5
O=C(NCc1cccnc1)c1[nH]c(C(F)(F)F)nc1-c1ccccc1	3.8	x	-4.3	6.6	-17.2	9.0	18.2	-16.5	x	17.0	-14.1
CCC(=O)N1c2ccccc2C(N(C(C)=O)c2ccccc2)CC1C (stereo not drawn)	-32.0	1.6	-9.1	1.2	-53.6	-29.5	-23.8	2.5	7.4	0.5	-21.2
O=C1CN(S(=O)(=O)c2ccccc2)c2ccccc2N1	-3.1	-4.3	-4.9	-15.7	-2.9	2.0	11.6	2.5	1.0	-12.2	10.1
Cc1ccc(-n2cccc2/C=C2/NC(=O)N(CC(=O)Nc3cccc(C)c3)C2=O)cc1	3.0	3.3	10.6	20.6	5.5	-18.5	8.9	-0.7	10.3	11.8	5.7
CCOC(=O)CSc1nnc(CNC(=O)c2ccco2)n1C	25.9	-5.1	12.2	-6.8	9.4	-2.2	11.1	7.7	-0.4	9.1	-9.1
CN1CCN(c2ccc(NC(=O)c3ccc(-c4cccc([N+](=O)[O-])c4)o3)cc2)CC1	-39.5	-2.7	-95.0	-18.9	-50.6	16.5	-59.5	2.5	-13.3	-11.7	-5.5
Oc1ccccc1OCC(O)c1ccccc1 (stereo not drawn)	-34.0	1.7	18.3	-32.3	-8.2	9.6	-16.0	5.4	-7.7	-14.2	-19.6
CCOc1ccc2nc(N3CCCC(C(=O)NCCCN4CC(C)CC(C)C4)C3)sc2c1 (stereo not drawn)	-34.0	-2.4	-22.7	4.1	19.8	-10.4	-92.7	21.7	35.1	-51.3	-41.8
CCOCCn1c(SCc2ccc(C)cc2)nc2c1c(=O)[nH]c(=O)n2C	-6.9	-0.7	-36.4	-10.7	2.2	1.5	7.6	0.6	-3.9	2.9	3.7
O=C(/C=C\NCC(=O)c1ccccc1)c1ccc(F)cc1	-27.7	3.2	-17.3	-34.9	2.7	-5.1	-90.9	21.5	-26.7	-29.8	-17.4
CSc1ccc(CNC(=O)CCn2ccc3cc(S(=O)(=O)N4CCCC4)ccc32)cc1	4.2	2.6	3.4	4.4	5.8	-0.5	7.1	4.2	7.2	1.8	-9.6
Cc1ccc(-n2cccn2)c(CN2CCCC(C(=O)c3sccc3C)C2)c1 (stereo not drawn)	-19.3	-2.4	10.3	29.8	23.2	-27.9	17.6	18.9	8.2	-0.7	61.6
CCc1c(C)nc2ncnn2c1N1CCC(C(=O)NCc2ccc3c(c2)OCO3)CC1	-16.9	3.8	6.8	4.0	15.1	0.9	-0.4	0.6	7.2	-0.7	28.1
COc1ccc(NC(=O)c2sc3nc(N4CCOCC4)c4c(c3c2N)CCCC4)c(OC)c1	3.9	0.2	-11.1	21.1	33.3	-25.1	-2.5	-5.0	-14.7	-7.4	-3.3
O=C(CN1CCC(n2nnc3cc(F)ccc32)CC1)NCc1ccco1	-6.1	0.6	5.8	6.1	-11.5	-0.3	-5.6	-22.2	-5.5	9.8	10.1
CC1(C(=O)O)CCCN1C(=O)c1ccccc1OC(F)(F)F (stereo not drawn)	20.1	x	-26.6	1.1	-19.8	11.6	5.9	-7.5	x	5.7	0.9

Assay outcomes: PubChem, several laboratories
